GPR151 activ = human GPR151 activation. activation, % at 11.2 µM. Q8TDV0. PathHunter beta-arrestin GPR151 cells, luminescence. actives 1% (n = 650,000); in the data active means activation above about 4.9%;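 further: 0% = median of compound wells and 100% = cells with positive control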
Target sequence (Q8TDV0 whole entry, looked up): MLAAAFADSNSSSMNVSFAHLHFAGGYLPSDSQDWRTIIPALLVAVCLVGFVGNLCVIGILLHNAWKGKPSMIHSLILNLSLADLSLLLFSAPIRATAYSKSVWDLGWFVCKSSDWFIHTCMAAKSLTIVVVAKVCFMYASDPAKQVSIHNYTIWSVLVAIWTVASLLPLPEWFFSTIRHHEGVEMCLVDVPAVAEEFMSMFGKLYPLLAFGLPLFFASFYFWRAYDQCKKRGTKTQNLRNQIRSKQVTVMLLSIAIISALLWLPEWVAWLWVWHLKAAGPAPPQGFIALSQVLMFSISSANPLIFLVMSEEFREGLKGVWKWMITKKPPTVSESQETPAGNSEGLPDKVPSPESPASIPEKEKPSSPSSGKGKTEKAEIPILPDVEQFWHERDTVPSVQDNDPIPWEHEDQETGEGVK
TEAD-YAP block = TEAD-YAP interaction inhibition | HEK-TIYL cells, TEAD-Gal4/YAP UAS-luciferase luminescence | inhibition, % at 9.12 µM | actives 1.4% (n = 640,000) | AID 1259422; in the data active means inhibition above about 32%;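 further: 0% = median of test compound wells and 100% = reference inhibitor wells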
MITF primary = blocks human microphthalmia-associated transcription factor | actives 0.91% (n = 650,000) | AlphaScreen MITF homodimerization, bead proximity signal | inhibition, % at 2.6 µM | O75030; in the data active means inhibition above about 50%;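 further: 0% = vehicle wells with protein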
Target sequence (O75030 whole entry, looked up): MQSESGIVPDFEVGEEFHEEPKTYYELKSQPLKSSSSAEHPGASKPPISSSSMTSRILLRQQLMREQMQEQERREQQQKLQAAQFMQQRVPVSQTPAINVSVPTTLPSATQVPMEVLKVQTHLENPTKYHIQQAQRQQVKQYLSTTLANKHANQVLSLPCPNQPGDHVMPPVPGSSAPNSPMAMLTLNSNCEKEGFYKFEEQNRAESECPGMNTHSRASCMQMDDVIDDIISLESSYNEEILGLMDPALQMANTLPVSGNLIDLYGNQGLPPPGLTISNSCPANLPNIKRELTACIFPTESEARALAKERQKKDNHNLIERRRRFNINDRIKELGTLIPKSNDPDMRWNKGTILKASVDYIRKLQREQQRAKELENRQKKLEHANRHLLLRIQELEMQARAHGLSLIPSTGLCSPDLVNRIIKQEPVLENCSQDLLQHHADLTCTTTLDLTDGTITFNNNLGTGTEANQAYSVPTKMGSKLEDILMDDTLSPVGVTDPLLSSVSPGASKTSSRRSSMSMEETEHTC
FBW7 act = human FBW7 E3 ligase activation, primary screen; AlphaScreen FBW7–phospho-cyclin E peptide binding, activator screen; normalized activity (activation), % at 26.1 µM; actives 0.13% (n = 650,000); AID 1259310; in the data active means normalized activity above about 1.9%;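 further: purified mutant Fbw7 with reduced substrate affinity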
Active calls of the source: *.

no. | Compound | TEAD-YAP block | GPR151 activ | MITF primary | FBW7 act
1 | CN(C)CC(=O)C12CC3CC(CC(C3)C1)C2 | 6 | 1.4 | 7 | 0.0
2 | O=C(NCCc1ccsc1)C1(c2ccc(Cl)cc2)CCCC1 | -1 | -1.2 | 13 | 0.2
3 | CCOc1ncccc1C(=O)Nc1cccc(-c2cn3c(n2)SCC3)c1 | 0 | -1.0 | -4 | -0.5
4 | COc1cccc(CNCc2c(C(=O)O)[nH]c3cc(OC)ccc23)c1 | 6 | 0.6 | 29 | -0.2
5 | COc1cc(/C=N/Nc2ccccc2[N+](=O)[O-])cc(OC)c1O | -29 | 0.5 | 11 | -0.3
6 | Cc1ccc(CNC(=O)CC(C)CC2=NS(=O)(=O)c3ccccc3N2)cc1 (configuration not stated) | -1 | -0.5 | 2 | 0.3
7 | O=C(CN1C(=O)C2CC=CCC2C1=O)NC1CCCCC1 (configuration not stated) | -17 | -1.2 | 9 | 1.4
8 | Cc1nn(C)c(C)c1NC(=O)CCCl | 3 | 0.2 | -22 | 0.4
9 | CC(C)c1ccc2c(c1)CCC1C(C)(C(N)=O)CCCC21C (configuration not stated) | -12 | 2.0 | 18 | 0.0
10 | CCOc1ccccc1NC(=O)CN(C)CC(=O)Nc1c(C)cccc1C | -6 | -0.7 | 7 | 0.2
11 | COC(=O)C1=NNC(C(=O)c2ccco2)C1c1ccc(OC)cc1 (configuration not stated) | 0 | 0.2 | 4 | -0.2
12 | N#C/C(=C/c1ccc(-c2ccc(Cl)cc2)o1)C(=O)O | -3 | -2.3 | 0 | -0.3
13 | CCOC(=O)N1CCN(C(=O)c2c[nH]c3ccc(S(=O)(=O)N(C)c4ccc(C)c(C)c4)cc3c2=O)CC1 | -9 | -0.2 | -3 | 0.1
14 | CC(C)(C)C(=O)NC(=S)N1CCNC(=O)C1CC(=O)OCc1ccccc1 (configuration not stated) | 9 | 2.3 | 15 | 0.6
15 | CCOC(=O)C(C#N)=C1CCCCCC1 | 2 | -1.2 | 4 | -0.1
16 | Cc1[nH]nc2c1C(c1cccc([N+](=O)[O-])c1)N(c1ccc(Br)cc1)C2=O (configuration not stated) | -17 | 0.2 | -16 | -0.3
17 | CC(C)(C)NC(=O)Cn1nc(-c2cccc(F)c2)n(-c2ccncc2)c1=O | -6 | -0.6 | 9 | 0.0
18 | COc1ccccc1N1CCN(C2CCCN(C(=O)CCc3cccnc3)C2)CC1 (configuration not stated) | 1 | 0.1 | -1 | -0.1
19 | Cc1cccc(-c2nc(Nc3ccc(OCc4ccccc4)cc3)c3ccccc3n2)c1 | -7 | -0.2 | -3 | 0.2
20 | Cc1cc(NCCN(C(C)C)C(C)C)nc(-c2cccs2)n1 | 6 | 3.2 | 29 | 0.0
21 | CC(=O)c1ccc(NC(=O)Cc2ccccc2)cc1 | -45 | -0.3 | -11 | 0.1
22 | CC1=C(C(=O)Nc2ccc(F)c(F)c2)C(c2ccccc2Br)NC(=S)N1 (configuration not stated) | 11 | 0.8 | 15 | 0.1
23 | CC1CCN(C(=O)c2cn(C(C)C)cc(C(=O)NCCc3ccccc3)c2=O)CC1 | 6 | -1.3 | 3 | -0.1
24 | O=C(CSc1ncc(CO)n1Cc1ccc(Cl)cc1)NCc1ccccc1Cl | 4 | 0.8 | -4 | -0.1
25 | COc1cc(/C=c2\sc3nc(-c4ccc(C)cc4)nn3c2=O)ccc1OCCC(C)C | -5 | 0.0 | -10 | 0.0

From no. 1 up to 19, as listed above:
no. | Compound | TEAD-YAP block | GPR151 activ | MITF primary | FBW7 act
1 | CN(C)CC(=O)C12CC3CC(CC(C3)C1)C2 | 6 | 1.4 | 7 | 0.0
2 | O=C(NCCc1ccsc1)C1(c2ccc(Cl)cc2)CCCC1 | -1 | -1.2 | 13 | 0.2
3 | CCOc1ncccc1C(=O)Nc1cccc(-c2cn3c(n2)SCC3)c1 | 0 | -1.0 | -4 | -0.5
4 | COc1cccc(CNCc2c(C(=O)O)[nH]c3cc(OC)ccc23)c1 | 6 | 0.6 | 29 | -0.2
5 | COc1cc(/C=N/Nc2ccccc2[N+](=O)[O-])cc(OC)c1O | -29 | 0.5 | 11 | -0.3
6 | Cc1ccc(CNC(=O)CC(C)CC2=NS(=O)(=O)c3ccccc3N2)cc1 (configuration not stated) | -1 | -0.5 | 2 | 0.3
7 | O=C(CN1C(=O)C2CC=CCC2C1=O)NC1CCCCC1 (configuration not stated) | -17 | -1.2 | 9 | 1.4
8 | Cc1nn(C)c(C)c1NC(=O)CCCl | 3 | 0.2 | -22 | 0.4
9 | CC(C)c1ccc2c(c1)CCC1C(C)(C(N)=O)CCCC21C (configuration not stated) | -12 | 2.0 | 18 | 0.0
10 | CCOc1ccccc1NC(=O)CN(C)CC(=O)Nc1c(C)cccc1C | -6 | -0.7 | 7 | 0.2
11 | COC(=O)C1=NNC(C(=O)c2ccco2)C1c1ccc(OC)cc1 (configuration not stated) | 0 | 0.2 | 4 | -0.2
12 | N#C/C(=C/c1ccc(-c2ccc(Cl)cc2)o1)C(=O)O | -3 | -2.3 | 0 | -0.3
13 | CCOC(=O)N1CCN(C(=O)c2c[nH]c3ccc(S(=O)(=O)N(C)c4ccc(C)c(C)c4)cc3c2=O)CC1 | -9 | -0.2 | -3 | 0.1
14 | CC(C)(C)C(=O)NC(=S)N1CCNC(=O)C1CC(=O)OCc1ccccc1 (configuration not stated) | 9 | 2.3 | 15 | 0.6
15 | CCOC(=O)C(C#N)=C1CCCCCC1 | 2 | -1.2 | 4 | -0.1
16 | Cc1[nH]nc2c1C(c1cccc([N+](=O)[O-])c1)N(c1ccc(Br)cc1)C2=O (configuration not stated) | -17 | 0.2 | -16 | -0.3
17 | CC(C)(C)NC(=O)Cn1nc(-c2cccc(F)c2)n(-c2ccncc2)c1=O | -6 | -0.6 | 9 | 0.0
18 | COc1ccccc1N1CCN(C2CCCN(C(=O)CCc3cccnc3)C2)CC1 (configuration not stated) | 1 | 0.1 | -1 | -0.1
19 | Cc1cccc(-c2nc(Nc3ccc(OCc4ccccc4)cc3)c3ccccc3n2)c1 | -7 | -0.2 | -3 | 0.2

Two of the compounds above, with one line to a screen:
19	Cc1cccc(-c2nc(Nc3ccc(OCc4ccccc4)cc3)c3ccccc3n2)c1
20	Cc1cc(NCCN(C(C)C)C(C)C)nc(-c2cccs2)n1
assay / compound,19,20
TEAD-YAP block,-7,6
GPR151 activ,-0.2,3.2
MITF primary,-3,29
FBW7 act,0.2,0.0

Further compounds follow:
no. | Compound | TEAD-YAP block | GPR151 activ | MITF primary | FBW7 act
26 | S=C(NCc1ccncc1)NC1CCCCC1 | 17 | 0.7 | 22 | 0.5
27 | COC(=O)COc1cc2oc(=O)cc(C)c2cc1Cl | 6 | -0.3 | -6 | -0.1
28 | c1ccc(-n2cnc3c(Nc4ccc(N5CCOCC5)cc4)nc(Nc4cccnc4)nc32)cc1 | 41* | -1.2 | 11 | 0.4
29 | O=C(CCC(=O)Nc1ccccc1)N/N=C/c1cc([N+](=O)[O-])ccc1O | -3 | -0.7 | 11 | 0.1
30 | COc1ccc2nc3sc4c(SCC(=O)Nc5cc(C)on5)ncnc4c3cc2c1 | 0 | -0.6 | 9 | 0.2
31 | CC(=O)c1c(C)[nH]c(C(=O)N2CCN(c3cccc(C)c3C)CC2)c1C | -2 | 1.5 | 10 | -0.1
32 | COc1ccc(CN2C(=O)c3ccccc3C2=O)cc1C(=O)OC(C)C(=O)NC(N)=O (configuration not stated) | 0 | 0.2 | 0 | 0.1
33 | OCCN1CCN(CC(O)COCCOc2ccc(Cl)cc2)CC1 (configuration not stated) | -4 | -0.9 | -9 | -0.2
34 | Cc1cc(Cl)ccc1NC(=O)c1ccc(NC(=O)c2cccc([N+](=O)[O-])c2)cc1 | -13 | 0.5 | -3 | -0.1
35 | CC(C)(C)c1ccc(-c2nc3cc(NC(=O)c4ccccc4F)ccc3o2)cc1 | -2 | 2.7 | -1 | 0.0
36 | COc1cc(CO)cc(Cl)c1OCc1cccc(C(=O)O)c1 | -17 | -1.7 | 11 | 0.8
37 | O=C(NCc1ccc2c(c1)OCO2)c1cccc(-n2c(=S)[nH]c3cc(Cl)ccc3c2=O)c1 | 7 | 1.5 | 14 | 0.1
38 | CCCCN(CCCC)c1nc(-c2ccco2)c2c(c1C#N)CCCC2 | 11 | 0.9 | 2 | 0.0
39 | Cc1ccc(NC(=O)CC(=O)Nc2ccc3nc4n(c(=O)c3c2)CCCCC4)nc1 | -11 | 0.4 | 6 | -0.3
40 | C[C@@H]1CN(c2nc3nonc3nc2N2CCSCC2)C[C@H](C)O1 | 1 | 0.0 | 6 | -0.1
41 | O=C(COC(=O)c1ccccc1)NNC(=O)c1ccccc1 | 6 | -0.1 | 9 | 0.3
42 | CCC(=O)N1CCN(c2ccc(NC(=O)c3cc(Br)ccc3OC)cc2)CC1 | 7 | 0.9 | 15 | 0.6
43 | COCCNC(=O)c1ccc2c(c1)NC(=O)c1ccccc1S2 | -6 | 2.1 | 1 | 0.0
44 | C=CCOc1nc(Sc2ccccc2)nc(N2CCOCC2)n1 | -5 | 0.4 | 14 | 0.1
45 | Cc1ccc(-c2csc(NC(=O)CCCOc3ccccc3C)n2)cc1 | -2 | 0.5 | -6 | 0.4
46 | CCOC(=O)C1CCCCN1Cc1ccc(F)c(Br)c1 (configuration not stated) | 0 | 0.9 | 47 | -0.2
47 | Cc1ccc(OC(=O)N[C@H]2C[C@H]3C(=O)N[C@H](CC(C)C)C(=O)N3C2)cc1 | -17 | -1.1 | -5 | 0.1
48 | CCCCNC(=O)CSc1nc2sc(C(=O)OCC)c(C)c2c(=O)n1Cc1ccccc1Cl | -5 | -1.2 | -3 | 0.0
49 | CCC1C(=O)NCCN1Cc1ccc2c(c1)CN(Cc1cccc(OC)c1)CCO2 (configuration not stated) | -2 | 0.2 | 9 | -0.1
50 | CN1CCN(CC(=O)Nc2ccc(S(N)(=O)=O)cc2)CC1 | 1 | 1.1 | 4 | -0.4
51 | CCOc1cc(C=O)ccc1OCc1ccc(C(=O)O)cc1 | 4 | -1.4 | 4 | 0.1
52 | COc1ccc(-c2ncc(C(=O)NC3CC3)s2)cn1 | 2 | -5.9 | 16 | 0.1
53 | Cc1ccc(CNC(=O)CSc2nc3[nH]ncc3c(=O)n2-c2ccc(C)cc2)cc1 | 4 | 3.2 | -4 | 0.1
54 | CCOC(=O)CC1(NCc2c(C(=O)N3CCCC3)nc3sccn23)CCCCC1 | -3 | -0.3 | 14 | 0.3
55 | C=CCOC(=O)C1=C(C)NC(SCC(=O)Nc2ccc(C)cc2)=C(C#N)C1c1ccc(O)c(OC)c1 (configuration not stated) | 10 | -0.5 | -15 | -0.3
56 | CCCCCNc1nc(-c2ccccc2)cs1 | -44 | 0.2 | -12 | -0.2
57 | CCOc1cccc(C(=O)NC(=S)Nc2cccc([N+](=O)[O-])c2)c1 | -8 | -1.5 | -2 | 0.5
58 | COc1ccc(NC(=O)CSc2nc3c(c(=O)n2Cc2ccccc2)SC(C)C3)cc1 (configuration not stated) | -35 | 0.8 | -1 | -0.6
59 | Cc1ccc(C(O)(C(=O)N=c2ccccn2O)c2ccc(C)cc2)cc1 | 11 | -2.0 | 18 | 0.3
60 | CCOc1ccc(NC(=O)N2CCC(CN3CCC(C)CC3)CC2)cc1 | -4 | -2.9 | -7 | 0.1
61 | CS(=O)(=O)c1cc([N+](=O)[O-])c(NCC(F)(F)C(F)F)c([N+](=O)[O-])c1 | -2 | 1.4 | -1 | 0.0
62 | Cc1ccc(C(=O)Nc2sc3c(c2C(=O)Nc2cccc4ccccc24)CCCC3)cc1 | 5 | 2.2 | -2 | -0.1
63 | CCOC(=O)c1cnn(-c2ccccc2)c1NC(=O)CSc1nc2ccc(OCC)cc2s1 | 7 | -0.1 | -7 | -0.2
64 | Cc1nc(S(=O)(=O)c2ccc(Cl)cc2)c(N(C)C)o1 | 6 | -0.4 | 2 | 0.0
65 | O=C(O)CCC(=O)NC1CCCCCCC1 | 18 | 0.4 | 2 | 0.0
66 | CCCc1c(C(=O)N[C@H]2C[C@H]3C(=O)N[C@@H](Cc4ccccc4)C(=O)N3C2)cnn1-c1ccccc1 | 8 | 2.3 | 2 | -0.2
67 | CCn1cc(SCC(=O)NC2CCCC2)c2ccccc21 | 5 | -0.3 | -3 | -0.1
68 | CCCn1c(C2CCNCC2)nc(-c2ccc(Cl)c(Cl)c2)c1-c1ccnc(NC2CCCCC2)n1 | 8 | -0.6 | -1 | 0.8
69 | COc1cccc(C2(c3cccc(OC)c3)CC2C(=O)Nc2ccc(C)c(C)c2)c1 (configuration not stated) | 5 | 0.3 | 9 | 0.1
70 | CCc1ccccc1NC(=O)CCC(=O)OCC(=O)c1ccc([N+](=O)[O-])cc1 | 5 | 0.8 | 23 | -0.1
71 | O=C(NCc1cccnc1)c1cncc(-c2ccc(C(=O)NC3CC3)cc2)c1 | -14 | -0.2 | -13 | 0.0
72 | Cc1cc(C)n2c(SCCO)nnc2n1 | 10 | 5.6* | 8 | 0.1
73 | CC1CCCCC1NC(=O)c1cccc(NC2=NC3CS(=O)(=O)CC3S2)c1 (configuration not stated) | 2 | -2.5 | 15 | 0.2

Screens: PubChem, The Scripps Research Institute Molecular Screening Center
